# aSyn tox rescue: alpha-synuclein toxicity suppression in yeast; S. cerevisiae alpha-synuclein toxicity rescue, BacTiter-Glo growth, 24 h; Potency, µM (top dose mostly 46.1 µM), for inactives: at the top dose growth rescue (activation), usual class: activators; 94,000 compounds, 0.02% hits; active = well fitted activation curve with a large enough effect; also: 0% is about no effect
#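 Growth restoration measured by BacTiter-Glo luminescence after 24 hr at 30 deg C; alpha-synuclein yeast, raffinose-pregrown to mid-log, were added at OD600=0.02 in galactose medium onto pinned compounds.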
# * = called active by the depositor; & = joins results of further samples. Potency is read from the fitted curve at half-maximal effect.
SMILES,aSyn tox rescue
CSCCC(NC(=O)c1ccccc1Cl)C(=O)NCC1COc2ccccc2O1 (stereo not given),-13%
Cc1ccc(Cl)cc1NC(=O)Cn1ncc2c(C)n(Cc3ccccc3F)c(C)c2c1=O,2%
COc1ccc(N2CCN(C(=O)Cn3nc(Cc4cccnc4)c4ccccc4c3=O)CC2)cc1,-8%
CCCCOC(=O)c1ccc(NC(=O)c2cc(=O)c3ccccc3o2)cc1,0%
O=C(CSc1nnc(CNC(=O)c2c(F)cccc2F)o1)c1ccc(Cl)cc1,4%
CC(=O)NC(=S)Nc1ccccc1F,0%
CCn1c(=O)c2cc(C(=O)NCCc3ccc(OC)c(OC)c3)sc2c2ccccc21,2%
CCCOc1ccc(C(=O)Nc2ccc3oc(-c4ccc5ccccc5c4)nc3c2)cc1,-6%
CC(=O)NS(=O)(=O)c1ccc(NC(=O)/C=C/c2ccc(C)o2)cc1,7%
Cc1ccc(S(=O)(=O)N2C[C@H]3n4c(=O)ccc(=O)n4C[C@H](OC(=O)NC4CCCC4)[C@@]3(O)C2)cc1,9%
NC(=O)c1nsc(C(=O)N(c2ccc3c(c2)OCCO3)C(C(=O)NCC2CCCO2)c2ccc(F)cc2)c1N (stereo not given),6%
CC(C)CNS(=O)(=O)c1ccc(OCC(=O)Nc2ccc3c(c2)OCCO3)cc1,-8%
O=[N+]([O-])c1ncccc1OCc1ccc(Br)cc1F,-9%
COc1ccc(NC(=O)Cn2c(=O)oc3cc(S(=O)(=O)N4CCCCC4C)ccc32)cc1 (stereo not given),1%
CC1(c2ccc(Cl)cc2)NC(=O)N(CN2CCOCC2)C1=O (stereo not given),3%
O=C(O)CC(NC(=O)CCC1CCCCC1)c1cc([N+](=O)[O-])ccc1Cl (stereo not given),13%
Cc1cccc(N2CCN(C(=O)CN3CCOc4ccccc43)CC2C)c1 (stereo not given),-6%
O=C(NCCCN1CCCC1=O)c1ccc(NS(=O)(=O)c2ccccc2)cc1,-12%
CCc1ccc(-n2c(=O)c3sc4ccccc4c3n(CC(=O)N(CC)Cc3ccccc3)c2=O)cc1,1%
COc1ccc(-c2ccc3c(c2)S(=O)(=O)c2cccc(C(=O)N4CCN(c5ccccn5)CC4)c2C3=O)cc1OC,10%
O=C(CN1CCOc2ccccc21)N1CCC(Cc2ccccc2)CC1,11%
CCOc1ccccc1CNC(=O)C1CCN(Cc2cc3ccccc3n2Cc2ccccc2)CC1,-14%
CN1OC[C@@H]2CN(Cc3cc(Cl)cc(Cl)c3)[C@H](c3cccc(-c4ccc(C#N)cc4)c3)C[C@@H]21,6%
CNS(=O)(=O)c1ccc2ccccc2c1,-3%
O=C(COC(=O)Cn1cc(C(F)(F)F)ccc1=O)NCc1ccccc1,-10%
# Other results
SMILES,aSyn tox rescue
O=C(Nc1ccccc1-c1nc2ccccc2s1)c1cccnc1,0%
Cc1ccc2oc(C(=O)N(Cc3cccc(F)c3)C3CCS(=O)(=O)C3)c(C)c2c1 (stereo not given),24%
COc1cccc(C2CC(=O)N3CN(C4CCCCC4)CSC3=C2C#N)c1 (stereo not given),-9%
COc1ccc(CCNC(=O)C2CCC(CNS(=O)(=O)c3ccc(F)cc3)CC2)cc1OC (stereo not given),2%
Cc1nc(-c2ccccc2)sc1CCNC(=O)c1ccco1,-12%
Cc1nnc(NC(=O)CSc2nccn2-c2cccc(C)c2C)s1,1%
Cc1ccc(CCNc2nc3c(S(=O)(=O)c4ccc(C)cc4)nnn3c3ccsc23)cc1,1%
Cc1ccc(CNC(=O)C(=O)NCC(c2ccco2)S(=O)(=O)c2ccccc2)cc1 (stereo not given),3%
COc1cccc(CN(C(=O)COc2ccc(Cl)c(C)c2)C2CCS(=O)(=O)C2)c1 (stereo not given),8%
O=C1N/C(=C/c2cccs2)C(=O)N1Cc1ccc(F)cc1,-3%
Cc1cc(C)cc(NC(=O)c2cc(S(=O)(=O)N3CCOCC3)cn2C)c1,0%
CCN(CC)C(=O)CN1C(=O)C2(NC(=O)c3ccccc3N2)c2ccccc21 (stereo not given),11%
CN(C)/C=N/C(=S)Nc1cc(Cl)cc(Cl)c1,13%
CNC(=O)Cn1cc(S(=O)(=O)Cc2ccccc2F)c2ccccc21,0%
Cc1ccc(-c2nc3scc(CCNS(=O)(=O)c4c(C)noc4C)n3n2)cc1,2%
CCN(CC)CC(=O)Nc1ccc(-c2ccc(NC(=O)CN(CC)CC)c(OC)c2)cc1OC,-1%
Cc1cccc(OCCC(=O)Nc2ccccc2C(N)=O)c1,3%
CC(C)(C)N1CC(C(=O)Nc2ccc(C(N)=O)cc2)CC1=O (stereo not given),-1%
Cc1ccc(NC(=O)CCS(=O)(=O)c2ccccc2)cc1S(=O)(=O)N1CCCCCC1,5%
COc1ccc(Cl)cc1NC(=O)c1cc(S(=O)(=O)N2CCC(C)CC2)cn1C,1%
CC(=Nc1ccccc1)C1=C(O)C(Cc2cccc(F)c2)NC1=O (stereo not given),-16%
COCCNC(=O)c1ccc2nc(Cc3ccccc3)oc2c1,3%
Cc1cnn(C(=O)Cn2nc(C(F)F)c(Br)c2C)c1,-15%
O=C(OCC1CCCO1)c1ccc2c(c1)N(Cc1cccc(Cl)c1)C(=O)c1ccccc1S2(=O)=O (stereo not given),-1%
COc1ccc(C(CNC(=O)c2ccc(S(=O)(=O)N(C)C)cc2)N2CCCCC2)cc1 (stereo not given),4%

# Single values from the entries so far.
# CC(C)(C)N1CC(C(=O)Nc2ccc(C(N)=O)cc2)CC1=O (stereo not given) in aSyn tox rescue is entered as -1%
# Cc1ccc(-c2nc3scc(CCNS(=O)(=O)c4c(C)noc4C)n3n2)cc1 in aSyn tox rescue is entered as 2%
# O=C(OCC1CCCO1)c1ccc2c(c1)N(Cc1cccc(Cl)c1)C(=O)c1ccccc1S2(=O)=O (stereo not given) in aSyn tox rescue is entered as -1%
# COc1cccc(CN(C(=O)COc2ccc(Cl)c(C)c2)C2CCS(=O)(=O)C2)c1 (stereo not given) in aSyn tox rescue is entered as 8%

# (more compounds)
SMILES,aSyn tox rescue
Cc1cc(C)c(NC(=O)C(C)n2nc(C)c3sc4ccccc4c3c2=O)c(C)c1 (stereo not given),-3%
Cc1ccc(-n2c3c(c(=O)[nH]c2=O)C(NS(=O)(=O)c2ccc(C)cc2)(C(F)(F)F)C(=O)N3)cc1 (stereo not given),-5%
CCOC(=O)C1CCCN(C(=O)Cn2ncc3c(C)n(Cc4ccccc4F)c(C)c3c2=O)C1 (stereo not given),3%
CCCOc1ccccc1Cn1c(=O)sc2ccccc21,6%
CC(NC(=O)c1ccco1)C(c1cccs1)N1CCOCC1 (stereo not given),-4%
O=C(NCc1ccco1)C1CCN(S(=O)(=O)c2cccc([N+](=O)[O-])c2)CC1,7%
O=C(COC(=O)/C=C/c1cc(Br)ccc1F)Nc1ccc2[nH]c(=O)[nH]c2c1,3%
COc1cccc(CNC(=O)CN2C(=O)N(c3cc(C)ccc3C)S(=O)(=O)c3ccccc32)c1OC,-10%
COc1ccc(C2CC(=O)c3cc(-c4nc(-c5cccc(Cl)c5)cs4)c(=O)[nH]c3C2)cc1 (stereo not given),3%
COCCN1CCc2nc(SCC(=O)Nc3ccc(C)c(Cl)c3)[nH]c(=O)c2C1,-3%
CCOc1cccc2c1Oc1nc(-c3ccccc3)nc(SCC(=O)Nc3ccc(F)cc3)c1C2,1%
O=C(CCC(=O)c1cccs1)NCc1ccncc1,10%
CCOC(=O)c1c(NC(=O)c2ccccc2OCC)sc2c1CCC(CC)C2 (stereo not given),8%
COc1ccc(NC(=O)Cc2csc(C)n2)cc1,6%
Cc1nc(CCNC(=O)COc2ccccc2)cs1,-6%
O=C(NCCC(=O)N1CCN(c2ccccc2O)CC1)c1ccc(Br)cc1,6%
Cn1c(NCCCCO)nc2c1c(=O)n(Cc1ccc(Cl)cc1)c(=O)n2C,0%
c1cncc(CSc2ccc(-c3cccs3)nn2)c1,14%
CC(=O)Nc1c(C)nn(-c2ccccc2)c1N1CCC(C(=O)Nc2ccccc2F)CC1,3%
COCCNC(=O)CSc1nc2cc3c(cc2c(=O)n1CCCC(=O)NCc1ccc(OC)cc1)OCO3,3%
COc1cc(OC)c(NS(=O)(=O)c2ccc3oc(=O)c4ncn(C)c4c3c2)cc1Cl,-11%
O=C(CSc1nnc(-c2ccccc2F)n1C1CC1)N1CCCC1,5%
O=C(Oc1c(Br)cc(Br)c2cccnc12)N1CCCCC1,-2%
CCN(CC(=O)Nc1c(F)cccc1F)C(=O)c1ccc(COc2ccccc2)o1,-4%
O=C(CNC(=O)c1ccccc1F)N/N=C/c1ccc2c(c1)OCO2,-1%
# (listing goes on)
SMILES,aSyn tox rescue
Cc1oc(C)c2c(=O)cc(-c3ccc4c(c3)OCO4)cc(OC(=O)c3ccc(Cl)cc3)c12,8%
Cc1ccc(OCC(=O)NCCCNC(=O)c2cccnc2)cc1,1%
Cc1ccccc1C(=O)n1nc(-c2cccnc2)nc1NCc1ccc(F)cc1,-21%
O=C(COC(=O)c1ccc(S(=O)(=O)C(F)F)cc1)NC(=O)NC1CCCCC1,4%
Cc1ccc(C)c(N2CCN(C(=O)CSCc3ccccc3Cl)CC2)c1,10%
CCCCS(=O)(=O)c1oc(-c2ccc(F)cc2)nc1S(=O)(=O)c1ccc(C)cc1,5%
Cc1ccsc1CN(C(=O)COc1ccccc1Cl)C1CCS(=O)(=O)C1 (stereo not given),6%
CC1(C)C[C@H](O)[C@@]23C[C@@H](OC2=O)[C@]2(C)C(=CCC4[C@@]5(C)CC[C@H](O)C(C)(C)C5CC[C@]42C)[C@@H]3C1 (stereo not given in full),1%
Cc1cc(C(=O)N/N=C2/CC(C)CC(C)(C)C2)c(C)o1 (stereo not given),0%
Cc1sc2ncnc(N3CCC(C(=O)Nc4nnc(CC(C)C)s4)CC3)c2c1C,6%
Cc1ccc(NC(=O)CSCC(=O)OC(C)C(=O)Nc2ccccc2C)cc1 (stereo not given),3%
CCOc1ccccc1CNC(=O)CCCN1C(=O)COc2ccc(C)cc21,-9%
Cc1cc(C)nc(SCc2ccc(C(=O)N/N=C/c3ccc(C(=O)O)cc3)cc2)n1,2%
CCOc1ncccc1C(=O)N1CCN(S(=O)(=O)c2ccc3ccccc3c2)CC1,6%
C=CCN1CC(C)/C(=N\O)CC1C (stereo not given),2%
C[C@H](O)[C@@H]1C(=O)N2CCc3c([nH]c4ccccc34)[C@@H]2C[C@@H]1N(C)C(=O)Nc1ccccc1,-1%
COc1ccc(C(=O)CSc2nc3nn(-c4ccccc4)c(=O)c-3c3n2CCCCC3)c(OC)c1,1%
COc1ccc(NC(=O)CSc2nnc(Cn3c(=O)sc4ccccc43)n2C)cc1,8%
N#Cc1ccc(OCC(O)CN2CCN(c3ncc(C(F)(F)F)cc3Cl)CC2)cc1 (stereo not given),13%
COc1ccc(C(NC(=O)c2ccccc2F)NC(=O)c2ccccc2F)cc1,-2%
Cc1cc([N+](=O)[O-])nn1CCC(=O)Nc1nccs1,5%
CCc1ccccc1NC(=O)CN1C(=O)COc2ccc(S(=O)(=O)N3CCCCCC3)cc21,9%
Cc1noc(-c2ccc(-c3noc(-c4ccccc4)n3)cc2)n1,-15%
CCN(c1cccc(C)c1)c1ncnc2c1cnn2-c1cccc(Cl)c1,9%
CCOC(=O)C(C)Sc1nnc(-c2c[nH]c3ccccc23)n1C (stereo not given),1%

# Of the compounds above, these contain an NH in an aromatic ring:
SMILES,aSyn tox rescue
Cc1ccc(-n2c3c(c(=O)[nH]c2=O)C(NS(=O)(=O)c2ccc(C)cc2)(C(F)(F)F)C(=O)N3)cc1 (stereo not given),-5%
O=C(COC(=O)/C=C/c1cc(Br)ccc1F)Nc1ccc2[nH]c(=O)[nH]c2c1,3%
COc1ccc(C2CC(=O)c3cc(-c4nc(-c5cccc(Cl)c5)cs4)c(=O)[nH]c3C2)cc1 (stereo not given),3%
COCCN1CCc2nc(SCC(=O)Nc3ccc(C)c(Cl)c3)[nH]c(=O)c2C1,-3%
C[C@H](O)[C@@H]1C(=O)N2CCc3c([nH]c4ccccc34)[C@@H]2C[C@@H]1N(C)C(=O)Nc1ccccc1,-1%
CCOC(=O)C(C)Sc1nnc(-c2c[nH]c3ccccc23)n1C (stereo not given),1%

# Remaining list, next part.
SMILES,aSyn tox rescue
NS(=O)(=O)c1ccc(-n2ncc3c(=O)[nH]c(SCC(=O)Nc4nccs4)nc32)cc1,-5%
COc1ccc(OC)c(CN2CCN(C(=O)c3ccc(S(=O)(=O)N4CCCCCC4)cc3)CC2)c1,2%
Cc1cccc(-n2ncc(C(=O)N3CCOCC3)c2C2CCN(C(=O)OC(C)(C)C)CC2)c1,-5%
Cc1cc(C)cc(-n2c(SCC(N)=O)nc3c(oc4ccccc43)c2=O)c1,2%
COc1ccc(N2CCN(C(c3ccc(F)cc3)c3sc4nc(-c5ccco5)nn4c3O)CC2)cc1 (stereo not given),4%
Cc1cc(F)ccc1Nc1nc2ccc(Cl)cc2n2cnnc12,5%
CCN(CC(=O)Nc1c(F)cccc1F)C(=O)c1cc(C)nc2ccccc12,7%
CCOc1ccc(C(=O)Nc2ccc(C(=O)OCc3cc(=O)n4ccsc4n3)cc2)cc1,-11%
COc1ccc(CNC(=O)C(=O)NCC2CCCN2S(=O)(=O)c2cccs2)cc1 (stereo not given),-12%
CC/C(=N\Nc1ccnc2cc(Cl)ccc12)c1ccc(O)cc1,-10%
COc1ccc(-c2ccc(=O)n(CC(=O)Nc3ccc(Br)cc3F)n2)cc1,5%
O=S(=O)(NC(=S)c1ccccc1)c1ccccc1,-7%
CCC(=O)N1CCc2cc(Br)cc(S(=O)(=O)N3CCC(C(=O)NC(C)(C)C)CC3)c21,8%&4%
Cc1cccc(NC(=O)CSc2nncn2C)c1,-1%

# Fetched one by one from the entries so far:
SMILES,aSyn tox rescue
Cc1cc(C)cc(-n2c(SCC(N)=O)nc3c(oc4ccccc43)c2=O)c1,2%
Cc1cc(F)ccc1Nc1nc2ccc(Cl)cc2n2cnnc12,5%

# 3 structures out of the list, arranged by molar mass, highest first:
SMILES,aSyn tox rescue
Cc1cccc(-n2ncc(C(=O)N3CCOCC3)c2C2CCN(C(=O)OC(C)(C)C)CC2)c1,-5%
Cc1cc(C)cc(-n2c(SCC(N)=O)nc3c(oc4ccccc43)c2=O)c1,2%
Cc1cccc(NC(=O)CSc2nncn2C)c1,-1%

# This is a subset (hit frequency here may not be typical).
